# Bfl-1 displacement: Bfl-1 inhibitors, primary screen, biochemical, fluorescence polarization, FITC-Bid, mouse (AID 432). displacement, % at 20 µM; hits with a dose series show IC50 in µM. hit rate 0.02% among 64,000. FITC-Bid BH3 peptide fluorescence polarization displacement; higher % means a stronger effect; in the data active means a potency from the dose series; inactive means the rest, 99 in 100 with displacement below about 15%; further: strong numbers were not always called active
# LYP phosphatase: LYP phosphatase inhibitors, primary screen, biochemical, DiFMUP fluorescence, recombinant catalytic domain, 10 µM (AID 606); inhibition, % at 10 µM; hits with a dose series show IC50 in µM; 52,000 tested, under 10 active; recombinant LYP catalytic domain, DiFMUP fluorescence; higher % means a stronger effect;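 active means IC50 under 40 µM in the dose-response test; inactive means IC50 of 40 µM or more, or never dose-tested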
# Spn MK inh: blocks S. pneumoniae mevalonate kinase. purified MK, PK/LDH-coupled NADH absorbance 340 nm. hit rate 0.48% among 65,000. inhibition, % at 10 µM;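 active means ranked among the strongest by inhibition in the single 10 µM screen, a fixed top-ranked set picked for dose follow-up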; further: no value below 0 was filed
# HPDE-C7K KRASV12: viability loss of HPDE-C7K cells – cell-based, fluorescence, HTS, primary screen (AID 431) | HPDE-C7K KRASV12 cells, Alamar Blue viability, 48 h; higher % means a stronger effect | one-dose cytotoxicity, % at 10 µM; EC50 in µM for titrated hits | hit rate 1.7% among 63,000;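 active means compounds whose percent cytotoxicity in the single-dose primary screen, scaled between solvent and toxic-drug controls, exceeds 50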;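 further: 0% = DMSO solvent wells and 100% = doxorubicin-treated wells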
# DPM-DC inhibit: inhibitors of Streptococcus pneumoniae diphosphomevalonate decarboxylase; calls only at 10 µM; purified DPM-DC, PK/LDH coupled NADH fluorescence; hit rate 0.49% among 65,000;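 active means the 320 compounds with the highest percent inhibition in the single-dose primary screen, excluding strongly autofluorescent ones, cut at about 32% in these data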;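 further: kinetic rate of NADH fluorescence loss reporting ADP formed by the decarboxylase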
# PMK inhibit: blocks S. pneumoniae phosphomevalonate kinase | purified PMK, PK/LDH-coupled NADH absorbance 340 nm | inhibition, % at 10 µM | hit rate 0.49% among 65,000;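 active means top-ranked compounds by inhibition in the single 10 µM screen, taking a fixed number of the strongest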;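 further: 0% = full reaction with DMSO carrier and 100% = background rate without enzyme reaction; no value below 0 was filed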
# HPDE-C7 cytotoxicity: cytotoxicity in HPDE-C7 cells, cell-based, fluorescence, HTS (AID 430) | hit rate 1.8% among 63,000 | cytotoxicity, % at 10 µM, or EC50 in µM where a hit was titrated | HPDE-C7 pancreatic duct cells viability, fluorescence; higher % means a stronger effect;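 further: cells exposed to compound for 48 hours before viability readout; 0% = vehicle and 100% = reference cytotoxic drug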
# HT1080 cytotoxicity: cytotoxicity in HT1080 fibrosarcoma cells, cell-based, fluorescence readout (AID 620) | HT1080 viability, fluorescence; higher % means a stronger effect | one-dose cytotoxicity, % at 10 µM; EC50 in µM for titrated hits | hit rate 0.42% among 87,000;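 further: cells exposed to compound overnight then 4 h with Alamar Blue; 0% = vehicle DMSO and 100% = killing control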
# Alkaline phosphatase: human TNAP enzyme inhibitors, biochemical, luminescent (AID 518); purified TNAP enzyme, luminescent substrate readout; higher % means a stronger effect; hit rate 0.09% among 64,000; inhibition, % at 20 µM, or IC50 in µM where a hit was titrated; in the data active means a potency from the dose series; inactive means the rest, 99 in 100 with inhibition below about 22%;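 further: plate controls were vehicle for no effect and reference inhibitor for full effect; many of its hits are not listed in these tables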
# PMK inhibit pilot replicates: further read-out of PMK inhibit, marked with its call; inhibition, %; measured here: pilot screen replicates
# Spn MK inh pilot replicates: second read-out of Spn MK inh, no call of its own (marks repeat the call); inhibition, %; measured here: pilot screen replicates
# DPM-DC inhibit pilot screen %: further read-out of DPM-DC inhibit, marked with its call; inhibition, %; measured here: pilot screen trials
# Starred values were filed as active, the others as inactive; i = inactive; · = no result given; + = active, no number. Unless noted, no stated cut-off is given here; in the data, active means cytotoxicity above about 50%; inactive means the rest. This is a subset. The share of hits here may be higher or lower than overall.
SMILES,Bfl-1 displacement,LYP phosphatase,Spn MK inh,HPDE-C7K KRASV12,DPM-DC inhibit,PMK inhibit,HPDE-C7 cytotoxicity,HT1080 cytotoxicity,Alkaline phosphatase,others
CCN(CC)CCN=Cc1c(O)n(C2CCCCCC2)c(=O)[nH]c1=O,1%,·,8,18%,i,10,24%,7%,-1%,
O=C1C2CCCN2C(c2cccnc2)N1c1ccc(Cl)cc1 (centres undefined),-2%,-7%,4,·,i,13,·,0%,4%,
CC(=NCCN1CCCCC1)c1c(O)n(Cc2ccccc2)c(=O)[nH]c1=O,-2%,4%,0,-15%,i,9,-24%,28%,6%,
CC(=O)C1C2c3ccccc3OC1(C)N=c1s/c(=C/c3cn(C)nc3C)c(=O)n12 (centres undefined),-4%,·,1,0%,i,10,0%,5%,11%,
COc1cc2c(cc1OC)C(C(=O)N1CCC3(CC1)OCCO3)C(c1ccccc1F)N(C)C2=O (centres undefined),-6%,3%,8,0%,i,0,-8%,5%,8%,
CC1(C)C(c2ccccc2)=NC(c2cccnc2)=[N+]1[O-],4%,9%,11,-5%,i,10,1%,26%,3%,
O=c1cccc2n1CC1CC2CN(C(c2ccccc2)c2sc3ncnn3c2O)C1 (centres undefined),8%,-4%,3,1%,i,2,-5%,-6%,6%,
O=C(c1ccc2c(c1)OCO2)N1CCC2(CC1)OCCO2,-5%,-18%,15,0%,i,7,-5%,-1%,6%,
CCCCSP1(=S)NCCCN1,-3%,-1%,6,-3%,i,9,6%,5%,7%,
O=C(COc1ccc(Cl)cc1)NC1CN2CCC1CC2 (centres undefined),-6%,1%,5,10%,i,11,2%,13%,0%,
CCC1=C(C)C(N2CCOCC2)=NP(N2CCOCC2)(N2CCOCC2)=N1,-4%,-1%,13,-20%,i,0,-21%,2%,-1%,
CCOC(=O)C(O)(c1ccc(N(CC)S(=O)(=O)c2ccccc2)cc1)C(F)(F)F (centres undefined),1%,-1%,5,-2%,i,7,7%,0%,10%,
CC(=NCCN1CCCCC1)c1c(O)[nH]c(=O)[nH]c1=O,5%,12%,5,2%,i,0,3%,-2%,12%,
Cc1cccc(CN(C)C)c1OC(=O)N(C)C,2%,·,7,5%,i,12,5%,6%,-15%,
Cc1cc(N2C(=O)C3CCCN3C2c2ccc(Cl)c(Cl)c2)no1 (centres undefined),-2%,2%,1,·,i,13,·,-2%,7%,
c1ccc(C2NCc3ccccc3-n3cccc32)cc1 (centres undefined),-2%,-6%,1,7%,i,13,-4%,-3%,16%,PMK inhibit pilot replicates=2.0;Spn MK inh pilot replicates=0.0;DPM-DC inhibit pilot screen %=0.0
O=C(NCC(c1cccnc1)N1CCN(c2ccc(F)cc2)CC1)Oc1ccccc1 (centres undefined),·,14%,0,·,i,12,·,-2%,·,
CC(NC(C)(C)C)C(=O)c1cccc(Cl)c1 (centres undefined),-2%,12%,9,-23%,i,9,-13%,-4%,11%,PMK inhibit pilot replicates=2.0;Spn MK inh pilot replicates=0.0;DPM-DC inhibit pilot screen %=4.0
Cc1cccc(-n2c(CN3C(=O)c4ccccc4C3=O)nc3ccccc3c2=O)n1,-6%,22%,0,-4%,i,2,-11%,·,5%,
CCOC(=O)N(CC)c1ccc(C(O)(C(=O)OC)C(F)(F)F)cc1 (centres undefined),4%,19%,12,-8%,i,6,7%,-8%,6%,
CN1CCC(O)(c2ccccc2)C(C(=O)c2ccccc2)C1 (centres undefined),-3%,·,8,-1%,i,0,12%,-5%,8%,
CCC(=O)N1CC(=O)Nc2ccc(Cl)cc2C1c1ccc(F)cc1 (centres undefined),-3%,8%,10,-6%,i,19,-16%,8%,7%,
O=P1(NCc2ccco2)COc2ccccc2OC1,-1%,0%,13,-2%,i,16,-4%,5%,9%,
CN1CCN(c2ccc(N)c(N3CCN(C)CC3)c2)CC1,-2%,·,10,6%,i,5,6%,7%,6%,
CC(Oc1ccc(-c2ccccc2)cc1)C(=O)O (centres undefined),-4%,1%,10,7%,i,12,1%,-14%,7%,

# An excerpt from above in order of SMILES length, ascending:
SMILES,Bfl-1 displacement,LYP phosphatase,Spn MK inh,HPDE-C7K KRASV12,DPM-DC inhibit,PMK inhibit,HPDE-C7 cytotoxicity,HT1080 cytotoxicity,Alkaline phosphatase,others
CCCCSP1(=S)NCCCN1,-3%,-1%,6,-3%,i,9,6%,5%,7%,
CCN(CC)CCN=Cc1c(O)n(C2CCCCCC2)c(=O)[nH]c1=O,1%,·,8,18%,i,10,24%,7%,-1%,
CCC1=C(C)C(N2CCOCC2)=NP(N2CCOCC2)(N2CCOCC2)=N1,-4%,-1%,13,-20%,i,0,-21%,2%,-1%,
CC(=NCCN1CCCCC1)c1c(O)n(Cc2ccccc2)c(=O)[nH]c1=O,-2%,4%,0,-15%,i,9,-24%,28%,6%,
O=C(NCC(c1cccnc1)N1CCN(c2ccc(F)cc2)CC1)Oc1ccccc1 (centres undefined),·,14%,0,·,i,12,·,-2%,·,
CC(=O)C1C2c3ccccc3OC1(C)N=c1s/c(=C/c3cn(C)nc3C)c(=O)n12 (centres undefined),-4%,·,1,0%,i,10,0%,5%,11%,

# (continued)
SMILES,Bfl-1 displacement,LYP phosphatase,Spn MK inh,HPDE-C7K KRASV12,DPM-DC inhibit,PMK inhibit,HPDE-C7 cytotoxicity,HT1080 cytotoxicity,Alkaline phosphatase,others
CCn1nc(-c2ccccc2)nc2c(=O)n(C)c(=O)nc1-2,113%,1.7µM*,11,123%*,+,11,119%*,·,15%,PMK inhibit pilot replicates=0.0;Spn MK inh pilot replicates=3.0;DPM-DC inhibit pilot screen %=4.5*
C=CCn1c(O)c(C(C)=Nc2ccc(N(C)C)cc2)c(=O)[nH]c1=O,-7%,10%,0,-13%,i,0,0%,-7%,8%,
c1ccc(Cn2ccnc2)cc1,2%,8%,5,-11%,i,0,12%,20%,6%,PMK inhibit pilot replicates=0.0;Spn MK inh pilot replicates=0.0;DPM-DC inhibit pilot screen %=0.0
O=c1[nH]c(=O)n(-c2ccc(F)cc2)c(O)c1C=Nc1ccccc1N1CCCC1,-90%,4%,5,6%,i,13,-18%,-2%,2%,PMK inhibit pilot replicates=7.5;Spn MK inh pilot replicates=0.0;DPM-DC inhibit pilot screen %=6.0
CCCCn1c(O)c(C=NCCCn2ccnc2)c(=O)[nH]c1=O,3%,·,16,-3%,i,12,-4%,-20%,11%,
FC(F)(F)c1ccc2c(c1)nnn2C1CCN(Cc2nnnn2Cc2ccccc2)CC1,0%,5%,0,-16%,i,14,-14%,1%,5%,
Cc1cc(N2C(=O)C3CCCN3C2c2ccccc2)no1 (centres undefined),-11%,10%,4,·,i,12,·,-3%,-5%,
CNC(C(=O)c1ccccc1)C(OC)c1ccccc1 (centres undefined),0%,6%,5,-11%,i,11,-13%,17%,5%,
CN1C(=O)C(C2(C#N)CCCCC2)C(=O)N(C)C1=O,-2%,9%,6,-23%,i,3,-15%,-6%,8%,
CC1=CC(=O)NP(=O)(Oc2ccc3ccccc3c2)N1 (centres undefined),5%,·,15,17%,i,10,8%,-13%,11%,
CCN(CC)C(=O)c1ccc(N2C(=O)C3CC=C(Cl)CC3C2=O)cc1 (centres undefined),-3%,9%,7,2%,i,3,-10%,6%,10%,
CCOC(=O)c1c(N)n(CCN2CCCCC2)c2nc3ccccc3nc12,0%,0%,0,2%,·,19,9%,-1%,12%,
CCC(=Nc1ccccc1NC(C)=O)c1c(O)n(C)c(=O)n(C)c1=O,-5%,11%,6,10%,i,11,42%,2%,15%,
O=C(Nc1cccc(OC(=O)N2CCOCC2)c1)N1CCOCC1,-7%,10%,10,-9%,i,6,6%,3%,13%,
Cn1nc(N)c2c1N=P(N1CCOCC1)(N1CCOCC1)N=C2c1ccccc1,-4%,·,3,-2%,i,0,-3%,2%,13%,
COc1cc(CN2CCN(c3cc(C)ccc3C)CC2)ccc1O,-4%,16%,22,21%,i,7,4%,10%,14%,
CCC(C)N1C(=O)NC(=O)C2(Cc3c(ccc4ccccc34)N(C)C2)C1=O (centres undefined),0%,-4%,2,14%,i,6,19%,6%,10%,
Cc1noc(C)c1C(=O)N1CCC2(CC1)OCCO2,-3%,11%,5,-8%,i,0,-3%,0%,10%,
Cc1ccc(OCC(=O)N2CCN(C)CC2)c(Br)c1,-1%,8%,9,1%,i,2,8%,0%,4%,
COc1ccccc1CC1/C(=N/O)C2CCN1CC2 (centres undefined),-8%,15%,11,1%,i,7,-7%,5%,7%,
Cc1ccc2nc3c(cc2c1)CC1(C(=O)N(C)C(=O)N(C)C1=O)C1CCCCN31 (centres undefined),-3%,6%,2,-2%,i,9,-2%,-6%,8%,
CCN(CC)CCCN=Cc1c(O)n(Cc2ccc(F)cc2)c(=O)[nH]c1=O,4%,-4%,7,7%,i,4,-3%,4%,12%,
CN(C)C(=O)Oc1ccc(OC(=O)c2ccccc2)cc1,6%,·,2,·,i,7,·,6%,11%,
CCCCn1c(O)c(C(CC)=Nc2cccc(C(=O)O)c2)c(=O)[nH]c1=O,7%,9%,9,-14%,i,13,-19%,4%,9%,PMK inhibit pilot replicates=3.5;Spn MK inh pilot replicates=0.0;DPM-DC inhibit pilot screen %=2.0
CC1(C)CC(=O)C(C2(O)C(=O)NC(=O)NC2=O)=C(O)C1,-9%,-1%,0,-4%,i,17,-9%,4%,0%,
CN1C(=O)N(C)C(=O)C2(Cc3c(nc4ccccn4c3=O)N3CCc4ccccc4C32)C1=O (centres undefined),-4%,·,0,·,i,9,·,16%,14%,
Cc1ccc(N2C(=O)NC(=O)C3(Cc4ccccc4N4CCCC43)C2=O)cc1 (centres undefined),-1%,9%,11,3%,i,0,-6%,-7%,9%,

# Two successive compounds already listed, quoted:
SMILES,Bfl-1 displacement,LYP phosphatase,Spn MK inh,HPDE-C7K KRASV12,DPM-DC inhibit,PMK inhibit,HPDE-C7 cytotoxicity,HT1080 cytotoxicity,Alkaline phosphatase,others
CN1C(=O)N(C)C(=O)C2(Cc3c(nc4ccccn4c3=O)N3CCc4ccccc4C32)C1=O (centres undefined),-4%,·,0,·,i,9,·,16%,14%,
Cc1ccc(N2C(=O)NC(=O)C3(Cc4ccccc4N4CCCC43)C2=O)cc1 (centres undefined),-1%,9%,11,3%,i,0,-6%,-7%,9%,

# Screening data as filed in PubChem BioAssay.
